HCMV inh: inhibitors of human cytomegalovirus; HFF cells, HCMV-luciferase reporter, 72 h; hits give low values; activity change, negative = inhibition, % at 57.5 µM; 4.5% of 410,000 active; in the data active = activity change below about -60%; inconclusive = no clear call, values can overlap the other calls; inactive = above about -39%
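Inhibition of viral replication was scored as loss of reporter luminescence in HFFs infected with HCMV-luciferase (MOI 1 PFU/cell) for 72 h; compounds tested at 2 doses, normalized to buffer and Salinomycin controls.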
AMA1 RON2 block: AMA1-RON2 (P. falciparum) interaction inhibition. AlphaScreen AMA1-biotinylated RON2 peptide binding. Potency, µM (top dose mostly 58.2 µM), inactives show at the top dose activity change, negative = inhibition, usual class: inhibitors. 0.2% of 360,000 active. AID 720542; active = well fitted inhibition curve with a large enough effect; inconclusive = small, poorly fitted or top-dose-only effect; inactive = no such curve, though single readings can be large or run the other way;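 also: potency is read from the fitted curve at half-maximal effect; 0% = vehicle wells and -100% = peptide control; nearly all actives have a fitted effect of over 45% in size; some results filed as inactive show a strong effect at the top dose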
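AMA1 (3D7) with his tag at 25 nM final met compounds first, then biotinylated RON2 peptide at 25 nM; detection used donor plus acceptor beads, 10 µg/mL apiece, read by AlphaScreen after 30 min at room temperature.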
Active calls of the source: *; u = inconclusive; [ ] = remark or other dose. Unless noted, % is scaled to controls: 0 for no effect and ±100 for the full control effect.

Every second line gives: HCMV inh | AMA1 RON2 block
CCC(=O)N1CCN(c2cc(N3CCCC3)c(F)cc2[N+](=O)[O-])CC1
  u | 0%
CC(Oc1cccc2cccnc12)C(=O)N/N=C/c1ccc2c(c1)OCO2 (stereo not given)
  -26 | 12%
CC1(C(=O)NS(=O)(=O)C2CC2)CCCN(C(=O)c2cccnc2Oc2ccccc2)C1 (stereo not given)
  10 | -1%
O=C1C(CN2CCCC2)CCCC1CN1CCCC1 (stereo not given)
  -19 | -4%
O=C(CN1CCN(S(=O)(=O)c2ccc(F)c(Cl)c2)CC1)N1CCc2ccccc2C1
  -25 | 9%[11.6 µM]
O=C(C(=Cc1ccccc1)CN1CCCCC1)c1ccccc1
  -76* | -6%
Cc1nn(CC(C)C)c(Cl)c1C(=O)NC1CCCC1
  -33 | -14%
O=C(CNC1CCCCC1)Nc1cccc([N+](=O)[O-])c1
  31 | -2%
CC(C)C(C)N(Cc1cccc(C(=O)O)c1)C(=O)c1ccc2ccccc2n1 (stereo not given)
  -11 | -2%
O=C(Cc1ccc(NC(=O)C2CCN(C(=O)CCc3ccccc3)CC2)cc1)Nc1ccc(C(=O)N2CCOCC2)cc1
  4 | -5%
COCCNC(=O)C1CCCN(C(=O)c2nc3ccccc3s2)CC1 (stereo not given)
  11 | 6%
CC1(C(=O)O)CCCN(C(=O)c2ccc3c(c2)C(C)(C)CCC3(C)C)C1 (stereo not given)
  74 | 8%
COC(=O)[C@@]12C[C@@H](CC(=O)NCc3ccccc3)C(=O)N(Cc3ccccc3)C1=CCC(C)(C)C2
  31 | -16%
O=C(OCCOCn1cc(Br)c(=O)[nH]c1=O)c1ccccc1
  -27 | -17%
COC(=O)c1ccc(NC(=O)c2ccccc2C(=O)Nc2ccc(C(=O)OC)cc2)cc1
  u | 0%
COc1cc2[nH]c(O)c(C=O)c2cc1OC
  8 | 3%
COc1cc(Cn2c3ccc(NC(=O)CCc4cccnc4)cc3c(=O)n2C)ccc1F
  -11 | 11%
CCOC(=O)C1=CC[C@@H](c2cccc(Br)c2)N(S(=O)(=O)c2ccc(F)cc2)[C@H]1c1cccc(Cl)c1
  -74* | -13%
O=c1c2ccccc2[nH]c(=S)n1CC1CCCO1 (stereo not given)
  -31 | 4%
CC(=O)Nc1cc(-c2ccncc2)cn2c(-c3ccccc3)cnc12
  3 | -12%
C[C@H](CO)N1C[C@H](C)[C@@H](CN(C)C(=O)Nc2ccc(F)cc2)Oc2ncc(-c3ccc(F)cc3)cc2C1=O
  -11 | -13%
COc1cc(O)c(C=Nc2ccccc2NS(=O)(=O)c2ccc(C)cc2)c(OC)c1
  13 | 51%[activator]
CCCCOCCCNC(=O)C[C@@H]1C[C@@]2(C(=O)OC)CCCCC=C2N(Cc2ccc(Cl)cc2Cl)C1=O
  7 | 10%
CC(C)(C)n1nnnc1C(c1ccccc1)N1CCN(CCN2CCOCC2)CC1 (stereo not given)
  5 | -2%
O=C(C1CCCCC1)N1C[C@@H](O)[C@H](n2cc(-c3ccc(F)cc3)nn2)C[C@@H]1c1ccc(Cl)cc1
  1 | 0%
C[C@H](O)[C@@H]1C(=O)N2CCc3ccc(N4CCN(C)CC4)cc3[C@@H]2C[C@@H]1N(C)C(=O)NC1CCCCC1
  0 | -6%
COC(=O)[C@]1(Cc2ccccc2)N[C@H](c2ccc(-c3cccc(Cl)c3)c(OC)c2)[C@@H]2C(=O)N(C)C(=O)[C@@H]21
  11 | -2%
COC(=O)N(C)C[C@H]1OCc2cnnn2CCCC(=O)N([C@@H](C)CO)C[C@@H]1C
  -1 | 3%
COc1cc(CCc2ccccc2)c(C(=O)O)c(O)c1CC=C(C)C
  -2 | 51%[activator]
N#Cc1ccc(-c2nc3c4ccccc4ccn3c2CC2CCCCC2)cc1
  44 | 4%
O=[N+]([O-])c1ccccc1/C=N/NC1=NCCN1
  14 | 15%
NNC(=O)CNC(=O)Nc1n[nH]c(=S)s1
  -5 | 103%[activator]
COc1cc2sc3ccc(C#CC4(O)CCCCC4)cc3c(=O)c2cc1OC
  49 | -1%
Fc1ccc(-c2nc3ccc(Cl)cn3c2Cc2ccsc2)cc1
  31 | 3%
COc1ccccc1C1=NOC(C)(c2sc(-c3ccccc3)nc2C)C1 (stereo not given)
  2 | -4%
CN(C)c1ccc(CNC(=O)C2(C)Cc3c(-c4ccc5c(c4)OCO5)ccnc3O2)cc1 (stereo not given)
  26 | 28µM*
CCOC(=O)C1=CCC(c2ccccc2C)N(S(=O)(=O)c2ccc(C)cc2)C1 (stereo not given)
  -24 | 17%
Cc1cccc(C)c1-n1nnnc1C(CCc1ccccc1)N1CCC2(CC1)C(=O)NCN2c1ccccc1 (stereo not given)
  1 | 0%
Cc1nn(-c2ccccc2)c2c1CC(=O)Nc1ccccc1-2
  u | -2%
COc1ccc(C(=O)N2CCCC(c3cc(C(=O)NCc4cccnc4)no3)C2)cc1 (stereo not given)
  -37 | 0%
O=C(NCc1ccccc1)C1C(c2ccccc2)=Nc2ccccc2N1C(=O)c1cnccn1 (stereo not given)
  12 | 45%[activator]
CCNC(=O)C[C@@H]1CC[C@H]2[C@@H](COC[C@H](O)CN2C(=O)C2CC2)O1
  -12 | 1%
CC1=C2CCC3C(CCC4=CC(=O)CCC43C)C2CC1 (stereo not given)
  -25 | 4%
C[C@@H]1CN([C@H](C)CO)C(=O)CCCn2nncc2CO[C@@H]1CN(C)C(=O)CCC(F)(F)F
  26 | 0%
O=C(Nc1ccn(CCCN2CCN(c3ncccn3)CC2)c(=O)n1)OCc1ccccc1
  -7 | -3%
CCCCN1C(=O)C(CC(=O)NCCCCc2ccccc2)CC(C(=O)N2CCOCC2)=C1C (stereo not given)
  2 | -7%
CCC(C)c1nc2c(c(N3CCC3=O)c1-c1ccccc1)CCCC2 (stereo not given)
  4 | 0%
O=C(Nc1cccc2ccccc12)c1ccc2sc([C@@H]3O[C@H](CO)[C@@H](O)[C@H]3O)nc2c1
  16 | 3%
Cc1ccc(S(=O)(=O)N[C@H](CNCc2ccccc2)C(C)C)cc1
  -13 | -8%
COCCCNC1=C(C#N)C(=O)NC(c2cccc([N+](=O)[O-])c2)S1 (stereo not given)
  -30 | 0%
c1ccc(C[C@H]2COc3c4ccccc4nn32)cc1
  26 | -10%
Cc1cc(Br)cn2c(Cc3ccccc3C(F)(F)F)c(C3CCCCC3)nc12
  43 | 10%
COc1ccc(C(=O)NCCNC(=O)c2ccc(OC)cc2)cc1
  43 | 3%
Cc1ccc(CNS(=O)(=O)c2ccc(-n3cccn3)cc2)cc1
  -6 | -2%
COc1ccccc1-c1cccc([C@@H]2C[C@H]3[C@H](CON3C)CN2Cc2ccccc2)c1
  -8 | u
O=C(O)C1C2c3ccccc3C(O)C1(C(=O)O)c1ccccc12 (stereo not given)
  -13 | -1%
O=C1CCCCC1(O)Cc1ccc2c(c1)OCO2 (stereo not given)
  -28 | -5%
Cc1cc(Br)cn2c(Cc3ccsc3)c(-c3ccccc3)nc12
  6 | 4%
CC1=C(C(=O)N2CCOCC2)CC(CC(=O)NCCCCc2ccccc2)C(=O)N1Cc1ccc(C(C)(C)C)cc1 (stereo not given)
  1 | 7%
COc1ccc(CNC(=O)C2(CC3CC(c4ccccc4)=NO3)CCN(C(=O)CCCCCBr)CC2)cc1 (stereo not given)
  2 | -11%

(listing goes on)
Every second line gives: HCMV inh | AMA1 RON2 block
O=S(=O)(Nc1ccc(Cl)cc1NS(=O)(=O)c1ccccc1)c1ccccc1
  -29 | 39%[activator]
COc1ccc(-c2oc3c(c2C#CC(C)(C)O)C(OCCO)CC3)cc1 (stereo not given)
  0 | -9%
CCCCCCCCN1C(=O)[C@H](CC(=O)NCC2CCCCC2)C[C@@]2(C(=O)OC)CC(C)(C)CC=C12
  -8 | -4%
Cc1ccc(-c2nc3ncccc3o2)cc1NC(=O)c1ccco1
  -1 | 26%
CC1CCN(c2ccc3c(c2)S(=O)(=O)c2ccccc2C3=O)CC1
  63 | 89%[activator]
CS(=O)(=O)N1c2ccccc2[C@]2(Br)C[C@H]3C(=O)N[C@@H](Cc4ccccc4)C(=O)N3[C@H]12
  -3 | 18%
CSc1nc(C)cc(OCCNS(=O)(=O)c2ccc(C)cc2)n1
  -11 | 9%
O=C1CC(=C2c3ccccc3-c3ccccc32)C(=O)N1CCN1CCN(c2cccc(Cl)c2)CC1
  -2 | -18%
CC1(C(=O)Nc2ccccc2)Cc2c(-c3cccc(C(N)=O)c3)ccnc2O1 (stereo not given)
  10 | 2%
CN1OC[C@@H]2CN(C(=O)CCc3ccccc3)[C@H](c3cccc(-c4ccccc4)c3)C[C@@H]21
  -7 | -25%
COC(=O)N1CCCCC1c1cc(C(=O)NCc2ccc(Cl)c(Cl)c2)no1 (stereo not given)
  9 | -9%
CCCCCC(=O)N1C[C@@H](O)[C@H](n2cc(COC(=O)c3ccccc3)nn2)C[C@@H]1c1ccc(C)cc1
  20 | 5%
COc1cc(C(=O)Nc2cc(S(=O)(=O)N3CCOCC3)ccc2N2CCN(C)CC2)cc(OC)c1OC
  56 | 0%
COc1ccc(-c2cc(NC=O)c3ncc(-c4cccc(C(C)=O)c4)n3c2)cc1
  18 | 29%
O=C1OCCC1=COCCCCOC=C1CCOC1=O
  19 | 3%
C=CCNc1nc(NCc2cccc(OC)c2)c2sc(-c3ccccc3)cc2n1
  -29 | -14%
COc1ccc(CCNCc2ccc(-c3ccccc3)cc2)cc1OC
  63 | -4%
COC(=O)C1N[C@@H]([C@@H](NC(=O)COc2ccccc2)C(=O)NCc2ccc(OC)cc2)SC1(C)C (stereo not given in full)
  1 | 8%
Cn1ccnc1-c1nnn(-c2ccc(F)cc2)n1
  19 | 10%
Nc1ncnc2c1ncn2-c1ccccc1Cl
  12 | -2%
CC(=O)Nc1cc(-c2ccccc2F)cn2c(-c3ccccc3)cnc12
  -18 | -28%
CC(C)C(=O)Nc1ccc(COc2ccccc2CN(Cc2ccccc2)C(=O)OC(C)(C)C)cc1
  -74* | 16%
Cc1cc2oc(=O)cc(CN3CCN(c4ccccc4)CC3)c2cc1Cl
  -32 | -2%
CN(C)CCCNc1nc2cc(-c3ccc4c(ccn4C)c3)sc2c(=O)n1C
  -3 | -11%
Cc1cc2c(cc1C)C(=O)C(=O)N2
  3 | -8%
CC(C)c1ccc(NC(=O)Nc2nnc([C@@H]3C[C@H](O)[C@@H](CO)O3)s2)cc1
  20 | -9%
COc1cc2oc(=O)cc(CN3CCN(C(C)=O)CC3)c2cc1Cl
  -3 | 10%
C=C1C[C@@H]2C[C@@H]2CN(S(=O)(=O)c2ccc(C)cc2)[C@@H]1COCc1ccccc1
  -33 | 3%
COC(=O)C1=C(c2cccc(OC)c2OC)C[C@@H]2CC[C@H]1N2C(=O)NCC1CC1
  16 | 13%
CNc1nc(OCC(F)(F)F)nc(OCC(F)(F)F)n1
  -35 | 1%

Compounds shown so far that contain two or more sulfur atoms (three):
Every second line gives: HCMV inh | AMA1 RON2 block
NNC(=O)CNC(=O)Nc1n[nH]c(=S)s1
  -5 | 103%[activator]
O=S(=O)(Nc1ccc(Cl)cc1NS(=O)(=O)c1ccccc1)c1ccccc1
  -29 | 39%[activator]
CSc1nc(C)cc(OCCNS(=O)(=O)c2ccc(C)cc2)n1
  -11 | 9%

4 compounds out of the list, sorted by heavy-atom count, lowest first:
Every second line gives: HCMV inh | AMA1 RON2 block
CNc1nc(OCC(F)(F)F)nc(OCC(F)(F)F)n1
  -35 | 1%
COc1ccccc1C1=NOC(C)(c2sc(-c3ccccc3)nc2C)C1 (stereo not given)
  2 | -4%
Cc1cc(Br)cn2c(Cc3ccccc3C(F)(F)F)c(C3CCCCC3)nc12
  43 | 10%
O=C(NCc1ccccc1)C1C(c2ccccc2)=Nc2ccccc2N1C(=O)c1cnccn1 (stereo not given)
  12 | 45%[activator]

(list continues)
Every second line gives: HCMV inh | AMA1 RON2 block
CCOC(=O)[C@]12CCCC=C1N(Cc1cccc3ccccc13)C(=O)[C@H](CC(=O)NCC13CC4CC(CC(C4)C1)C3)C2
  2 | -11%
CC(C)OC(=O)c1ccc(NCc2cc(O)ccc2O)cc1
  -63* | -16%
Cc1ccc(-c2ccc3c(c2)O[C@H](CN(C)C(=O)Nc2ccc(C(F)(F)F)cc2)[C@H](C)CN([C@H](C)CO)S3(=O)=O)cc1
  -13 | 4%
OCc1nc2ccccc2n1CCCCOc1ccccc1
  30 | 0%
O=C(CN1CCCCC1)NC1CCc2cc3c(cc21)CCC3 (stereo not given)
  -15 | 0%
CC1(C(=O)NCc2ccccc2)CN(S(C)(=O)=O)CC(=O)N1C1CC1 (stereo not given)
  5 | 13%

Some values from above:
For AMA1 RON2 block, CC(C)OC(=O)c1ccc(NCc2cc(O)ccc2O)cc1 shows -16%
For AMA1 RON2 block, O=C(CN1CCCCC1)NC1CCc2cc3c(cc21)CCC3 (stereo not given) shows 0%
For HCMV inh, Cc1ccc(-c2ccc3c(c2)O[C@H](CN(C)C(=O)Nc2ccc(C(F)(F)F)cc2)[C@H](C)CN([C@H](C)CO)S3(=O)=O)cc1 shows -13
For HCMV inh, CC1(C(=O)NCc2ccccc2)CN(S(C)(=O)=O)CC(=O)N1C1CC1 (stereo not given) shows 5

Source: PubChem BioAssay (National Center for Advancing Translational Sciences (NCATS))

Some of the compounds tested; count on the stated rates, not on these rows.
